Screens (PubChem BioAssay)
FadD28 binding: inhibitors of FadD28 bisubstrate probe binding, primary screen, biochemical, fluorescence polarization, single point; Mycobacterium tuberculosis FadD28 fatty-acid-AMP ligase; inhibition, % at 12.5 µM; actives 0.22% (n = 360,000); in the data active means inhibition above about 8.5%, passing the limit was not always enough; inconclusive means no clear call, values can overlap the other calls
GDH-TPI inh: GDH-TPI coupling enzyme inhibitors, primary screen, artefact control for M. tuberculosis FBA inhibitor project, biochemical, absorbance, full deck | actives 1.2% (n = 360,000) | GDH-TPI coupled enzyme counterscreen, NADH absorbance | AID 588335, 2011 | inhibition, % at 4.8 µM;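 further: 0% = DMSO wells and 100% = wells lacking the enzyme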
Mtb FBA inh: Mtb FBA enzyme inhibitors, primary screen, biochemical, fluorescence, strain H37Rv; actives 2.3% (n = 360,000); AID 588726, 2011; inhibition, % at 1 µM; Fructose-bisphosphate aldolase (Mycobacterium tuberculosis (strain ATCC 25618 / H37Rv)), …; purified M. tuberculosis FBA, fluorescence read-out; in the data active means inhibition above about 27%;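 further: 0% = vehicle and 100% = reference inhibitor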
Target sequence (P9WQA3 whole entry, looked up): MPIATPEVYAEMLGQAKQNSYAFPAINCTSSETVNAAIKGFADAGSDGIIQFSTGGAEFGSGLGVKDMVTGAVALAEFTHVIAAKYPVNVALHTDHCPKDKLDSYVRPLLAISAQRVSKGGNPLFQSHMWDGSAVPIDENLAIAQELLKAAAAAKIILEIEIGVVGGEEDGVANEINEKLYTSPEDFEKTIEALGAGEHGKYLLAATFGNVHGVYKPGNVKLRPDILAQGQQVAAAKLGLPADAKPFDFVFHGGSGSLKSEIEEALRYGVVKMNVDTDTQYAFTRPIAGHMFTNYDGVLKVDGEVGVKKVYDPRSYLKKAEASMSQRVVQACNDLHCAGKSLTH
UGM FP inh: M. tuberculosis UGM enzyme inhibitors, primary screen, biochemical, fluorescence polarization, single point. inhibition, % at 10 µM. purified UGM, fluorescence polarization probe displacement. UDP-galactopyranose mutase (Mycobacterium tuberculosis (strain ATCC 25618 / H37Rv)), …. actives 0.06% (n = 320,000); in the data active means inhibition above about 10%, passing the limit was not always enough; inconclusive means no clear call, values can overlap the other calls
Target sequence (P9WIQ1 whole entry, looked up): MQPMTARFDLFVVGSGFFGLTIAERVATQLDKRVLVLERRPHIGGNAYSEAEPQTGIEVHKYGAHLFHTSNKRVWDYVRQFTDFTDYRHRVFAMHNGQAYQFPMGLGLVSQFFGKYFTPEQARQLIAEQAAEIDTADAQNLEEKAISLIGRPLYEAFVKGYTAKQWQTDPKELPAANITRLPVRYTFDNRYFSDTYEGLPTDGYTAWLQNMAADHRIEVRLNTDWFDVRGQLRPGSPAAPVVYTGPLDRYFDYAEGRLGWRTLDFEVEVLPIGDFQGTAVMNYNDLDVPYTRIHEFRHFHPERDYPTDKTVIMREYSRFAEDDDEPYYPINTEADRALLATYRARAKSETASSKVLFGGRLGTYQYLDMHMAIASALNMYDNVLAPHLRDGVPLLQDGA
BioA inh: M. tuberculosis BioA enzyme inhibitors, primary screen, biochemical, plate reader, single point, HTS. 7,8-diaminopelargonic acid synthase BioA (Mycobacterium tuberculosis). inhibition, % at 9.99 µM. actives 0.096% (n = 360,000). purified M. tuberculosis BioA enzyme; in the data active means inhibition above about 40%; inconclusive means no clear call, values can overlap the other calls
CCHFV vOTU inh: CCHFV vOTU protease inhibitors, primary screen, biochemical, Pep-AMC substrate, fluorescence; inhibition, % at 11.5 µM; actives 0.55% (n = 370,000); Crimean-Congo hemorrhagic fever virus L polyprotein viral ovarian tumor (vOTU) protease …; AID 651958, 2012; further: 0% = vehicle wells with enzyme and 100% = no enzyme wells
BoNT F protease: BoNT/F light chain protease inhibitors, primary screen, biochemical, flow cytometry, MLPCN library. actives 0.22% (n = 360,000). Multiplex microsphere protease cleavage assay. inhibition, % at 10 µM. Botulinum neurotoxin type F light chain protease (Clostridium botulinum). AID 588497, 2011; in the data active means inhibition above about 35%, passing the limit was not always enough; inconclusive means no clear call, values can overlap the other calls; further: plate controls were buffer without enzyme for full effect and enzyme alone for no effect
BoNT A protease: BoNT/A light chain protease inhibitors, primary screen, biochemical, flow cytometry, MLPCN library. Botulinum neurotoxin type A light chain protease (Clostridium botulinum A str. ATCC 3502). multiplex microsphere protease substrate cleavage. inhibition, % at 10 µM. actives 0.17% (n = 360,000). AID 588499, 2011; in the data active means inhibition above about 30%; inconclusive means no clear call, values can overlap the other calls; further: plate controls were buffer without enzyme for full effect and enzyme alone for no effect
PrPC surface inh: inhibitors of human cell surface prion protein PrPC, primary screen, cell-based, TR-FRET; Major prion protein (Homo sapiens), P04156; TR-FRET read-out; inhibition, % at 13.8 µM; actives 0.43% (n = 370,000); in the data active means inhibition above about 24%; further: 0% = median of the test wells and 100% = reference compound wells
Starred values were filed as active, the others as inactive; ? = inconclusive; / = no result given; & = joins results of further samples. Unless noted, no stated cut-off is given here; in the data, active means inhibition above about 30%; inactive means the rest.

No.	molecule	FadD28 binding	GDH-TPI inh	Mtb FBA inh	UGM FP inh	BioA inh
1	CC(=O)c1c(C(=O)O)[nH]c(C(=O)O)c1C	-4.7	-8	-4	4.5	/
2	CC1CCCCC1NC(=O)c1nn(C)c2c1CS(=O)(=O)c1ccccc1-2 (configuration not stated)	-3.0	-6	1	-1.4	-0.3
3	O=C(c1ccccc1NS(=O)(=O)c1ccc(Br)cc1)N1CCOCC1	1.0	4	0	0.8	0.2
4	C=CCn1c(Sc2ncc([N+](=O)[O-])s2)n[nH]c1=O	-2.8	-2	-2	-0.1	-1.0
5	O=C(C(=O)N1CCN(c2ccccc2)CC1)c1c[nH]c2ccccc12	0.5	29	-2	-1.7	/
6	COc1ccccc1S(=O)(=O)Cc1ccc(C(=O)N2CCOCC2)o1	-1.9	-6	-2	0.4	-0.5
7	COc1ccc(OCc2nnc(SCC(=O)Nc3ccc(C)cc3)o2)cc1	-1.9	5	2	4.4	-1.3
8	CC(=O)Nc1cc2c(cc1Cl)-c1ccccc1C2O (configuration not stated)	0.8	5	4	/	-0.9
9	O=C(NC1CCCCCC1)C1c2ccccc2C(=O)N1Cc1cccnc1 (configuration not stated)	-0.7	12	7	-0.9	/
10	O=C(CN1CCN(C(=O)c2ccco2)CC1)Nc1ccc(Cl)c(S(=O)(=O)N2CCOCC2)c1	-1.1	4	4	4.8	/
11	CC(C)CCNC(=O)c1cc(C(=O)c2cc(Br)ccc2O)cn(CCC(C)C)c1=O	1.3	2	1	1.1	-2.5
12	CCN1C(=O)[C@H]2[C@@H](c3ccc(OC)cc3)N[C@]3(CCCN(Cc4ccco4)C3=O)[C@H]2C1=O	-3.5	3	-5	/	-0.2

No.	CCHFV vOTU inh	BoNT F protease	BoNT A protease	PrPC surface inh
1	7	21	4.3	-5
2	-18	-4	-1.0	1
3	-3	1	-1.8	3
4	5	?	-0.7	-22
5	5	-4	-3.4	-2
6	-6	-1	-0.5	-1
7	1	-15	-1.0	0
8	4	-7	-0.1	3
9	-8	8	0.5	-4
10	4	2	0.4	1
11	-7	-8	0.5	2
12	-8	-6	-0.3	-9

Next compounds follow.
No.	molecule	FadD28 binding	GDH-TPI inh	Mtb FBA inh	UGM FP inh	BioA inh
13	O=C(CCNS(=O)(=O)c1ccc(Br)cc1)NCCc1ccccc1	-0.4	1	-3	-1.3	-0.6
14	COc1ccc(S(=O)(=O)NCC(=O)N(CC(=O)NCC2CCCO2)Cc2ccccc2)cc1 (configuration not stated)	-4.8	-7	0	0.0	1.2
15	Cc1ccc(C(=O)NC(C)c2ccccc2)cc1S(=O)(=O)N1CCOCC1 (configuration not stated)	0.2	-3	1	5.7	-1.0
16	CCOc1ncccc1C(=O)N1CCN(C(=O)c2ccccc2)CC1	-1.1	15	-5	0.7	1.5
17	C#CCOCCOCCOCCNc1nc(N2CCN(C(=O)[C@H]([C@@H](C)O)n3cc(CCCCN)nn3)CC2)nc(N2CCN(C(=O)[C@H](C)n3cc(CCCN=C(N)N)nn3)CC2)n1	-0.5	-1	0	2.4	3.4
18	COc1ccc(S(=O)(=O)NCCSCc2ccco2)cc1OC	-1.7	8	-2	1.5	1.2
19	COc1cccc(/C=C2\SC(N3CCCC(C)C3)=NC2=O)c1OC (configuration not stated)	-2.5	33*	0	-0.8	0.8
20	COC(c1ccccc1)c1nnc(CCC(=O)N2CCN(CCOc3ccccc3)CC2)o1 (configuration not stated)	1.6	0	1	3.0	1.5
21	Cc1onc(-c2cccc(Cl)c2Cl)c1C(=O)O/N=C(\N)c1ccc([N+](=O)[O-])o1	-0.5	1	0	5.5	4.6
22	O=S(=O)([N-]c1nc2ccccc2nc1-[n+]1ccccc1)c1ccc(F)cc1	-1.6	5	8	-1.5	/
23	Cc1ccc(-c2nc(=O)[nH]c3ccc(Br)cc23)cc1	-1.4	13	3	1.3	-0.9
24	COc1ccc(C(=O)NNC(=O)CNC(=O)C2CCCCC2)cc1	-1.5	7	2	1.9	-1.6

No.	CCHFV vOTU inh	BoNT F protease	BoNT A protease	PrPC surface inh
13	13	2	0.6	5
14	9	-2	1.2	-1
15	-9	1	-0.6	4
16	-8	1	0.1	6
17	/	-4	-0.6	/
18	-11	-16	0.2	-3
19	-1	7	-2.4	-14
20	-13	-4	-0.5	-4
21	4	/	/	-7
22	8	-1	0.3	-12
23	-20	-11	-2.7	19
24	-4	1	1.6	1

In another format: results already given.
entry | smiles | FadD28 binding | GDH-TPI inh | Mtb FBA inh | UGM FP inh | BioA inh | CCHFV vOTU inh | BoNT F protease | BoNT A protease | PrPC surface inh
19 | COc1cccc(/C=C2\SC(N3CCCC(C)C3)=NC2=O)c1OC (configuration not stated) | -2.5 | 33* | 0 | -0.8 | 0.8 | -1 | 7 | -2.4 | -14
24 | COc1ccc(C(=O)NNC(=O)CNC(=O)C2CCCCC2)cc1 | -1.5 | 7 | 2 | 1.9 | -1.6 | -4 | 1 | 1.6 | 1

New compounds follow:
No.	molecule	FadD28 binding	GDH-TPI inh	Mtb FBA inh	UGM FP inh	BioA inh
25	CC(C)C(=O)N1CCCC1(C)C(=O)NCc1ccccn1 (configuration not stated)	-0.3	2	0	/	0.3
26	Cc1cc(C)nc(NC(=O)NC(=O)c2ccccc2)n1	-2.7	3	0	-1.1	1.9
27	O=C(CSc1nnc(Nc2ccccc2)s1)NC1CC1	-0.9	-2	-2	0.5	0.5
28	COc1cc(C(=O)Oc2cc(C)[nH]c(=O)c2[N+](=O)[O-])cc(OC)c1OC	-0.1	-13	3	0.0	-2.0
29	COc1ccccc1NS(=O)(=O)c1ccc(NC(=O)c2[nH]nc(OC)c2[N+](=O)[O-])cc1	0.8	18	-3	2.5	-2.8
30	CC(=O)CSc1ncnc2c1cnn2-c1ccccc1	-0.4	0	-1	1.4	-0.9
31	C[C@H]1CN([C@@H](C)CO)C(=O)CCCn2nncc2CO[C@H]1CN(C)C(=O)c1ccncc1	-1.5	5	-2	/	-1.4&-1.4&-0.5
32	Cc1cccc(OP(=O)(Oc2cccc(C)c2)OC(c2ccccc2)C(F)(F)F)c1 (configuration not stated)	-2.1	-5	-4	2.8	/
33	COc1cccc(CNC(=O)C(=O)NCC(c2ccco2)N2CCOCC2)c1 (configuration not stated)	-2.9	-1	0	1.1	/
34	CCC1CCCCN1C(=O)c1ccccc1OC1CCN(S(C)(=O)=O)CC1 (configuration not stated)	-3.1	-7	-1	-2.3	/
35	CCc1ccc(N2CC(O)=C(c3nc4ccccc4c(=O)[nH]3)C2=N)cc1	0.1	-3	1	-1.2	/
36	COC(=O)CC1COc2ccccc2N1C(=O)c1cccc(C(F)(F)F)c1 (configuration not stated)	-2.8	-3	3	0.2	-1.8

No.	CCHFV vOTU inh	BoNT F protease	BoNT A protease	PrPC surface inh
25	5	0	0.0	2
26	1	1	0.6	-7
27	1	-2	-0.6	1
28	9	-1	-0.5	-5
29	-3	5	-1.3	2
30	-15	-3	0.0	1
31	-3	-4	-0.1	5
32	3	-2	-0.4	9
33	-1	-6	0.8	-1
34	-9	1	-0.6	7
35	-10	-3	1.2	-3
36	-10	-1	1.0	4

The list goes on:
No.	molecule	FadD28 binding	GDH-TPI inh	Mtb FBA inh	UGM FP inh	BioA inh
37	CCOC(=O)Cc1csc(NC(=O)c2cc(C)c(C)s2)n1	-1.3	15	7	-0.9	-2.4
38	Cc1ccc(S(=O)(=O)N2[C@@H](c3ccc(Br)cc3)C(C(=O)O)=CC[C@H]2c2ccc3c(c2)OCO3)cc1	-10.0	0	-2	/	1.0
39	Cc1nc2ccccn2c1C(=O)/C=C/c1cccc([N+](=O)[O-])c1	-1.5	5	2	1.5	/
40	Fc1ccc(-n2cc(CNCCc3ccncc3)c(-c3ccccc3Cl)n2)cc1	-1.9	-1	-2	-4.8	11
41	CC(C)(C)OC(=O)N1CCC(C(=O)Nc2cccc(C(=O)NCCCCc3ccccc3)c2)CC1	-3.9	2	-1	/	22
42	Nc1c(C(=O)NCc2ccco2)nnn1CC(=O)Nc1ccccc1	0.7	13	-2	0.7	-1.5
43	S=C(NCc1ccccc1)N/N=C/c1cccs1	-1.5	34*	17	3.0	-0.1
44	COC(=O)c1ccc(-n2nnnc2SC)cc1	0.9	8	6	-0.1	1.5
45	Cc1ccnc(NC(=O)CNC(=O)c2ccccc2Br)c1	0.3	4	-2	-1.4	0.2
46	O=C(OCc1nnc(-c2ccc([N+](=O)[O-])cc2)o1)C1CCN(C(=O)c2ccc(F)cc2)CC1	-0.6	-1	2	1.1	-0.7
47	O=c1oc2ccccc2c(O)c1/C=C1\C=Nc2ccccc21	-3.3	7	6	1.9	-0.9
48	C/C(=N\N1CCN(Cc2ccc(Cl)cc2)CC1)c1ccc(F)cc1	-0.2	6	2	-1.2	0.1
49	NC1CCc2cc(O)c(O)cc2C1 (configuration not stated)	-1.3	8	1	2.3	-0.1
50	Cc1ccc(NC(=O)C2C3C=CC4(O3)C2C(=O)N(CCCN2CCCC(C)C2)C4C(=O)NC2CCCCC2)cc1 (configuration not stated)	-0.9	1	1	0.6	/
51	CS(=O)(=O)Nc1cccc(C2=NN(C(=O)c3ccco3)C(c3cccs3)C2)c1 (configuration not stated)	-9.1	19	-1	-1.5	9.1

No.	CCHFV vOTU inh	BoNT F protease	BoNT A protease	PrPC surface inh
37	14	0	0.3	22
38	18	-2	-0.4	1
39	-11	-1	0.3	-8
40	-2	-10	0.2	-3
41	-2	2	-0.5	-6
42	-4	12	-1.0	2
43	7	-5	-3.0	11
44	-11	2	-1.5	-6
45	-1	1	-1.9	0
46	9	/	/	-52
47	9	21	0.1	4
48	-9	/	/	-6
49	-2	-3	-1.1	3
50	-3	-22	-7.4	8
51	4	-2	-0.8	-1

Structural class, the compounds so far containing a COOH group.
No.	molecule	FadD28 binding	GDH-TPI inh	Mtb FBA inh	UGM FP inh	BioA inh
1	CC(=O)c1c(C(=O)O)[nH]c(C(=O)O)c1C	-4.7	-8	-4	4.5	/
38	Cc1ccc(S(=O)(=O)N2[C@@H](c3ccc(Br)cc3)C(C(=O)O)=CC[C@H]2c2ccc3c(c2)OCO3)cc1	-10.0	0	-2	/	1.0

No.	CCHFV vOTU inh	BoNT F protease	BoNT A protease	PrPC surface inh
1	7	21	4.3	-5
38	18	-2	-0.4	1
